Assay outcomes as filed in PubChem.
NCI-60 one-dose screen, 48 h, at 10 µM unless noted. Numbers give growth in % (100 = growth as untreated, 0 = no growth, -100 = all killed).
T-47D: T-47D breast cancer. 79,000 compounds, 5% hits
MCF7: MCF7 breast cancer | 82,000 compounds, 6.3% hits | AID 1794796
HS 578T: HS 578T breast cancer; 78,000 compounds, 4.1% hits; AID 1794788
MALME-3M: MALME-3M melanoma; 78,000 compounds, 5.8% hits; AID 1794766
UACC-257: UACC-257 melanoma; 78,000 compounds, 4.4% hits
LOX IMVI: LOX IMVI melanoma | 79,000 compounds, 7.4% hits | AID 1794757
UACC-62: UACC-62 melanoma. 81,000 compounds, 5.4% hits. AID 1794756
BT-549: BT-549 breast cancer | 78,000 compounds, 4.4% hits | AID 1794793
Starred values were filed as active, the others as inactive; nt = no result given; & = joins results of further samples. How the source made its calls: active means growth percent below 10; inactive means the rest.

Second line of a record: T-47D | MCF7 | HS 578T | MALME-3M | UACC-257 | LOX IMVI | UACC-62 | BT-549
C[C@H]1[C@H](C)CC[C@]2(C(=O)NCC(=O)OCC#CCN3CCN(C)CC3)CC[C@]3(C)C(=CC[C@@H]4[C@@]5(C)CCC(=O)C(C)(C)[C@@H]5CC[C@]43C)[C@H]12
  nt | 85 | 91 | 124 | 86 | 100 | 94 | 98
CCN1CCN(CC(=O)Nc2nc3ccc(NCc4ccc(F)cc4)cc3s2)CC1
  87 | 92 | 93 | 91 | 108 | 79 | 87 | 98
CCN(CC)CCOC(=O)C1(C2CCCCC2)CCCCC1
  99 | 93 | 104 | 89 | 106 | 95 | 91 | 101
C=C(CNCCc1ccc(O)cc1)[C@@H]1CC[C@]2(CO)CC[C@]3(C)[C@H](CC[C@@H]4[C@@]5(C)CCC(NCCc6ccc(O)cc6)C(C)(C)[C@@H]5CC[C@]43C)[C@@H]12 (stereo partly specified)
  -69* | -74* | -39* | -88* | -80* | -86* | -88* | -80*
Cc1ccc(C(C)(N=[N+]=[N-])c2ccccc2)cc1C (stereo unspecified)
  102 | 106 | 91 | 116 | 82 | 100 | 91 | 94
Cc1ccc(/C=N/NC(=O)CSc2nc3ccccc3c(=O)n2Cc2ccc(S(N)(=O)=O)cc2)cc1
  82 | 59 | 89 | 97 | 96 | 83 | 78 | 103
COc1cc(-n2nnc3c4nc(-c5ccc(Cl)cc5)oc(=O)c4c(C)nc32)cc(OC)c1OC
  nt | 97 | 101 | 101 | 117 | 101 | 98 | 107
N#Cc1c(-c2ccc(F)cc2)nc(SCc2nc3ccccc3[nH]2)nc1N1CCNCC1
  81 | 86 | 103 | 95 | 99 | 95 | 103 | 122
Cc1csc(-c2nnn(-c3ccccc3)c2N)n1
  76 | 80 | 87 | 102 | 80 | 104 | 95 | 102
N#Cc1c(-c2cc(=O)oc3ccc(Cl)cc23)cc(-c2cc3cc(Br)ccc3oc2=O)nc1N
  95 | 95 | 97 | 91 | 107 | 94 | 92 | 104
O=S(=O)(NCCNc1nccc(-c2c(-c3ccc(F)cc3)nc3sccn23)n1)c1ccc(F)cc1
  60 | 31 | 94 | 77 | 102 | 58 | 72 | 92
Cc1ccc(C(=O)O)o1
  102 | 105 | 118 | 104 | 103 | 100 | 107 | 98
C=CCn1c(SCC(=O)Nc2ccc(C(=O)/C=C/c3cccc([N+](=O)[O-])c3)cc2)nnc1-c1c[nH]c2ccccc12
  60 | 25 | 102 | 87 | 103 | 31 | 67 | 117
CC1(C)CC(=O)C(N=Nc2c(C(=O)O)ccc3c2C(=O)c2ccccc2C3=O)=C(O)C1
  100 | 93 | 108 | 105 | 104 | 89 | 99 | 104
CN(C)c1ccc(/C=C2\SC(=S)N(CCCN3CCOCC3)C2=O)cc1
  88 | 82 | 99 | 94 | 95 | 105 | 88 | 95
CNC(=O)c1cc(Oc2ccc3c(c2)sc2nc(-c4ccc(N(C)C)cc4)cn23)ccn1
  45 | 11 | 44 | 58 | 79 | 0.0* | 41 | 37
OCC1(O)OCC(O)C(O)C1O (stereo unspecified)
  107 | 96 | 104 | 104 | 115 | 99 | 102 | nt
COc1ccc(C(=O)N2c3ccccc3Sc3ccccc32)c(C(F)(F)F)c1
  52 | 17 | 24 | 60 | 62 | 17 | 32 | 11
O=C(CCn1c[n+](CC(=O)c2ccccc2)c2ccccc21)Nc1cccc2cccnc12
  82 | 89 | 91 | nt | 91 | 94 | 94 | 89
Cc1nn(-c2ccccc2)c2nc(Cl)c(/C=C/C(=O)c3ccccc3)c(-c3ccc(Br)cc3)c12
  101 | 100 | 113 | 110 | 105 | 96 | 98 | 98
CC(=O)C(SSC(C(C)=O)C(C)=O)C(C)=O
  100 | 96 | 98 | 100 | 111 | 95 | 111 | 119
O=C(NN1CCCCC1)c1ccccc1
  87 | 95 | 102 | 114 | nt | 97 | 105 | 96
CCn1cc(C(=O)NN2C(=O)c3ccccc3C2=O)c(=O)c2ccc(C)nc21
  96 | 94 | 91 | 98 | 95 | 97 | 88 | 105
COc1cc(-c2nc3ccccc3c(=O)[nH]2)ccc1OCC(=O)N=Nc1c(O)[nH]c2ccc(Cl)cc12
  81 | nt | 100 | 93 | 100 | 107 | 101 | 96
Cc1cccc(-n2c(C)nc3ccc(N4CCNC4=O)cc3c2=O)c1
  96 | 98 | 111 | 98 | 104 | 104 | 97 | 105
O=C(CSc1nc2ccccc2c(=O)n1-c1ccccc1)Nc1cccc(C(=O)/C=C/c2ccc(Cl)cc2)c1
  89 | 46 | 96 | 116 | 103 | 101 | 87 | 132
Cc1nc2c(C)c(C(=O)Nc3ccc(Cl)cc3)sc2c(=O)[nH]1
  81 | 70 | 124 | 125 | 109 | 72 | 49 | 85
COc1cc(-c2nn(-c3cccc(NC(=O)NCCNC(=O)c4cccc(C(F)(F)F)c4)c3)cc2-c2ccncc2)ccc1Cl
  53 | 13 | 24 | 53 | 51 | 32 | 51 | 14
N[C@@H](Cc1cn(-c2ccccc2SCc2ccc(O)cc2)nn1)C(=O)O
  98 | 101 | 95 | 103 | 108 | 95 | 99 | 104
CCCCOc1ccc(C(=O)OCCNCC(C)C)cc1N
  93 | 95 | 97 | 102 | 135 | 92 | 98 | 93

The closing 6 entries of the part above open the next one.
Second line of a record: T-47D | MCF7 | HS 578T | MALME-3M | UACC-257 | LOX IMVI | UACC-62 | BT-549
Cc1cccc(-n2c(C)nc3ccc(N4CCNC4=O)cc3c2=O)c1
  96 | 98 | 111 | 98 | 104 | 104 | 97 | 105
O=C(CSc1nc2ccccc2c(=O)n1-c1ccccc1)Nc1cccc(C(=O)/C=C/c2ccc(Cl)cc2)c1
  89 | 46 | 96 | 116 | 103 | 101 | 87 | 132
Cc1nc2c(C)c(C(=O)Nc3ccc(Cl)cc3)sc2c(=O)[nH]1
  81 | 70 | 124 | 125 | 109 | 72 | 49 | 85
COc1cc(-c2nn(-c3cccc(NC(=O)NCCNC(=O)c4cccc(C(F)(F)F)c4)c3)cc2-c2ccncc2)ccc1Cl
  53 | 13 | 24 | 53 | 51 | 32 | 51 | 14
N[C@@H](Cc1cn(-c2ccccc2SCc2ccc(O)cc2)nn1)C(=O)O
  98 | 101 | 95 | 103 | 108 | 95 | 99 | 104
CCCCOc1ccc(C(=O)OCCNCC(C)C)cc1N
  93 | 95 | 97 | 102 | 135 | 92 | 98 | 93
O=C1C=CC(=O)N1c1ccc(I)cc1Cl
  84 | 98 | 109 | nt | -2.8* | 101 | 104 | nt
O=[N+]([O-])c1ccc(Cl)nc1
  100 | 97 | 101 | 88 | 100 | 105 | 99 | 104
C#CCOc1ccc2ncnc(Nc3cccc(NC(=O)CCl)c3)c2c1
  85 | 42 | 90 | 72 | 80 | -68* | 61 | 69
COc1cc2oc(-c3cccc(NC(=O)Nc4ccc(Cl)cc4)c3)cc(=O)c2c(OC)c1OC
  44 | 78 | 92 | 80 | 104 | 61 | 70 | 75
O=C1CC2(CCOCC2)Oc2ncccc21
  71 | 13 | 95 | -32* | 79 | -79* | 61 | 105
CN(C=O)c1ccc(CSc2ccccc2)cc1
  87 | 111 | 106 | nt | 118 | 98 | 96 | 107
Cc1ccc(/C=C2\SC(=S)N(CCCC(=O)O)C2=O)cc1
  104 | 87 | 92 | 99 | 96 | 110 | 88 | 141
Cc1ccc(-c2ccc(Nc3ccccc3)nn2)cc1S(N)(=O)=O
  84 | 78 | nt | 74 | 96 | 74 | 89 | 81
O=c1c2sc3ncc(Cl)cc3c2nnn1-c1cccc(Cl)c1
  75 | 82 | nt | 75 | 112 | 53 | 97 | 85
COc1ccc(N2CCN(Cc3cc(C(=O)/C=C/c4c[nH]c5ccccc45)ccc3O)CC2)cc1
  94 | 97 | 105 | 96 | 102 | 97 | 101 | 107
CCN(CC)CCNC(=O)c1ccc(NC(C)=O)cc1
  100 | 101 | 100 | 103 | 117 | 95 | 94 | 106
O=C1Nc2ccccc2C/C1=C/c1nc2ccccc2c(=O)[nH]1
  95 | 88 | 107 | 97 | 95 | nt | 94 | 103
O=C(Nc1ccc(Cl)c(Cl)c1)Nc1nnc2ccc(N3CCOCC3)nn12
  75 | 83 | 96 | 111 | 94 | 77 | 65 | 89
ClCCOCCn1cnc2c(Cl)nc(Cl)nc21
  81 | 56 | 12 | 112 | 60 | -14* | 45 | 102
CC(C)=CC/C=C(/C)[C@H]1CC[C@]2(C)[C@@H]1CC[C@@H]1[C@@]3(C)C/C(=C/c4cccnc4)C(=O)C(C)(C)[C@@H]3CC[C@]12C
  88 | 93 | 104 | 110 | 98 | 96 | 91 | 100
O=C(/C(=C/c1cccs1)Cc1nc2ccccc2[nH]1)c1nc2ccccc2[nH]1
  78 | 77 | 89 | 113 | 94 | 87 | 62 | 91
N#Cc1ccc(Cn2c(-c3cscn3)nc3c(Cl)cccc32)cc1
  70 | 73 | 91 | 100 | 108 | 81 | 78 | 90
Cc1cc(C)c2c(NC(=O)Nc3ccc(Cl)c(Cl)c3)n[nH]c2n1
  93 | 83 | 114 | 90 | 110 | 100 | 103 | 104
COc1cccc(NC(=O)c2cccc(C3CCc4c(cc(OC)c(OC)c4OC)O3)c2)c1 (stereo unspecified)
  21 | 74 | 87 | 73 | 78 | 60 | 41 | 41
C=CCn1c(SCC(=O)c2ccc(OC)cc2)nnc1-c1c[nH]c2ccccc12
  89 | 94 | 99 | 95 | 103 | nt | 84 | 102
CC(=O)Nc1ccc(Sc2ccc([N+](=O)[O-])o2)cc1
  -34* | 27 | 47 | -17* | -43* | 5.1* | nt | 33
C=CCN(CN(CC)CC)CN(CC)CC
  113 | 96 | 130 | 120 | 102 | 95 | 97 | nt
Cc1nc(O)cc(=O)[nH]1
  113 | 101 | 91 | 106 | 92 | 108 | 113 | nt
COc1ccc(Cc2ccccc2C(=O)O)cc1
  97&116 | 94&94 | 115&114 | 99&116 | 105&106 | 100&118 | 105&90 | 101&102
Clc1ccc(C2=Nn3c(nnc3-c3cc(Cl)cc(Cl)c3Cl)SC2)cc1
  63 | 7.6* | 21 | 44 | 72 | 40 | 32 | 31
COc1ccc(N2CN(c3nc4ccc(NS(=O)(=O)c5ccc(OC)c(OC)c5)cc4s3)C(=O)c3cccnc32)cc1
  105 | 98 | nt | 132 | 116 | 103 | 96 | 101
Nc1ccc(Nc2ccc([N+](=O)[O-])c3nonc23)cc1
  97 | 80 | 102 | 113 | 91 | 84 | 93 | 95
C=C(C)[C@@H]1CC[C@]2(C(=O)O)CC[C@]3(C)[C@H](CC[C@@H]4[C@@]5(C)C[C@@H](Cc6cn([C@H]7C[C@H](n8cc(C)c(=O)[nH]c8=O)O[C@@H]7CO)nn6)[C@H](O)C(C)(C)[C@@H]5CC[C@]43C)[C@@H]12
  53 | 51 | 76 | 113 | 90 | 82 | 86 | 72
NCCCNC(=O)OCc1ccc2c(Cl)cc(Cl)c(O)c2n1
  86 | 81 | 87 | 85 | 95 | 76 | 61 | 93
O=C(O)c1ccc(Cn2cc(CSc3nc4ccccc4s3)nn2)cc1
  82 | 87 | 84 | 102 | 84 | 102 | 90 | 94

Next records follow.
Second line of a record: T-47D | MCF7 | HS 578T | MALME-3M | UACC-257 | LOX IMVI | UACC-62 | BT-549
N#CC(C#N)=Cc1cc2ccccc2n2nnnc12
  92 | 81 | 109 | 91 | 94 | 82 | 83 | 89
CCCCN1CCN(c2ccc3nc(-c4ccc5nc(-c6cc(OC)c(OC)c(OC)c6)[nH]c5c4)[nH]c3c2)CC1
  66 | 20 | 45 | 21 | 88 | 41 | 40 | 80
CNC(=O)OC(C)(C)C#N
  97 | 101 | 105 | 80 | 99 | 90 | 95 | 93
CC(=O)NC(CS(=O)(=O)Cc1ccc([N+](=O)[O-])cc1)C(=O)O (stereo unspecified)
  101 | 96 | 107 | 98 | 101 | 103 | 98 | 96
COc1cc([N+](=O)[O-])c2ncccc2c1
  89 | 87 | 110 | 99 | 78 | 92 | 98 | 115
ICC1COC(CI)CO1 (stereo unspecified)
  100 | 98 | 110 | 117 | 99 | 95 | 89 | 104
CNc1nc2c(s1)C(c1cc(OC)c(OC)c(OC)c1)CC(=O)N2 (stereo unspecified)
  93 | 98 | 92 | 93 | 93 | 97 | 85 | 101
Nc1cc(=O)n(C(=O)CSc2ncnc3c2c(-c2ccccc2)cn3-c2ccc(Cl)cc2)[nH]1
  75 | 79 | 91 | 106 | 119 | 83 | 79 | 99
c1ccc2c(c1)oc1c3cccnc3ccc21
  39 | 13 | 93 | nt | 101 | 87 | 93 | 80
CCCC1(/C=N/NC(N)=S)NC(=O)NC1=O (stereo unspecified)
  97 | 97 | 103 | 93 | nt | 98 | 103 | 105
CC1(C)CC[C@]2(C=O)CC[C@]3(C)C(=CC[C@@H]4[C@@]5(C)CCC(=O)C(C)(C)[C@@H]5CC[C@]43C)[C@@H]2C1
  95 | 88 | 97 | 105 | 92 | nt | 71 | 93
CCOC(=O)n1cc(-c2nonc2-c2cn(C(=O)OCC)c3ccccc23)c2ccccc21
  75 | 81 | 103 | 92 | 108 | 88 | 73 | 101
COC(=O)[C@@]12CC=C(C)[C@]3(C[C@H](c4ccoc4)OC3=O)[C@H]1C=C[C@@H](O)[C@@]2(O)C(=O)OC
  110 | 101 | 111 | 104 | 82 | 97 | 93 | 110
Cc1cc(C(C)(C)C)cc(Cc2cc(C(C)(C)C)cc(C=O)c2O)c1O
  74 | 81 | 91 | 90 | 87 | 72 | 69 | 86
COc1ccc(/C(=C/c2ccccc2[N+](=O)[O-])C(=O)O)cc1
  107 | 108 | 104 | nt | 100 | 100 | 104 | 113
